rCAG binder = molecules binding r(CAG) RNA repeats; r(CAG) RNA repeat, TO-PRO-1 dye displacement fluorescence; inhibition, % at 3 µM; actives 1.3% (n = 370,000); AID 651821;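 active = inhibition above the plate cutoff, the mean of all test compounds on that plate plus 3 SD, cut at about 35% in these data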;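 note: 0% = DMSO alone and 100% = 100 µM mitoxantrone as full dye displacement; higher means more dye released from RNA so lower well fluorescence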
GC-B act = GC-B (human) receptor activation; HEK293-GC-B cells, CNP EC30, cGMP TR-FRET; 0% at EC30 CNP, 100% saturating CNP; activation, % at 10 µM; actives 0.11% (n = 370,000); AID 1920062;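 active = activation at 10 µM reaching about 35% in either raw or pattern-adjusted values, limit read from the data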
mABHD4 FP = ABHD4 (mouse) inhibition, primary FP screen; inhibition, % at 8.92 µM; Q8VD66; AID 720543; actives 0.54% (n = 370,000); purified mABHD4, FP-Rh probe fluorescence polarization;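 active = inhibition exceeding the mean over every tested compound plus 3 SD, cut at about 30% in these data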;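 note: 0% = plate median of compound wells and 100% = S159A mutant with DMSO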
Target sequence (Q8VD66 whole entry, looked up): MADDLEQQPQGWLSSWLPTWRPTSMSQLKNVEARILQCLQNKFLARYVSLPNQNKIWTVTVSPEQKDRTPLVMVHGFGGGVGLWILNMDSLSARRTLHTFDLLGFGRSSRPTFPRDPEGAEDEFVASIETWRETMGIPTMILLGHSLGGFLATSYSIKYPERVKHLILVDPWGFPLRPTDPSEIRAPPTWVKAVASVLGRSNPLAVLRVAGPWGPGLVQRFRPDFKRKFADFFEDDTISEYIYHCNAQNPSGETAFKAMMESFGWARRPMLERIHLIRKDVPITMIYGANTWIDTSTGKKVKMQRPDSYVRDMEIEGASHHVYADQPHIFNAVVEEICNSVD
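Test system: mABHD4 protein; Read-out basis: % inhibition; Incubation: 45 min + 60 min at 25 °C; Repeats: single replicate; Technique: fluorescence polarization with parallel and perpendicular emission, 525/598 nm; Compound: 8.92 µM, single dose; Benchmarks: full inhibition S159A mutant plus DMSO, zero as sample-well median.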
SIAE primary = inhibitors of human sialic acid acetylesterase SIAE; SIAE FP-Rh probe binding, fluorescence polarization; inhibition, % at 9.66 µM; Q9HAT2; AID 1053197; actives 0.69% (n = 370,000);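 active = inhibition above a cutoff: mean of compounds within the control limits plus 3 SD of those, cut at about 17% in these data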;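 note: 0% = plate median of compound wells and 100% = probe without SIAE protein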
HTRA1 inh = blocks human HTRA1 serine peptidase; Q92743; recombinant HTRA1, FP-rhodamine activity-based probe, fluorescence polarization; inhibition, % at 5.96 µM; actives 0.5% (n = 340,000); AID 504803; in the data active = inhibition above about 36%;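 note: 0% = enzyme with DMSO and 100% = wells lacking enzyme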
PRMT1 inh = blocks human protein arginine methyltransferase 1. Q99873. recombinant PRMT1, activity-based probe fluorescence polarization. inhibition, % at 2.79 µM. actives 1.3% (n = 370,000). AID 652257;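 active = inhibition above about 21% made by adding two undisclosed values, limit read from the data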
Target sequence (Q99873 whole entry, looked up): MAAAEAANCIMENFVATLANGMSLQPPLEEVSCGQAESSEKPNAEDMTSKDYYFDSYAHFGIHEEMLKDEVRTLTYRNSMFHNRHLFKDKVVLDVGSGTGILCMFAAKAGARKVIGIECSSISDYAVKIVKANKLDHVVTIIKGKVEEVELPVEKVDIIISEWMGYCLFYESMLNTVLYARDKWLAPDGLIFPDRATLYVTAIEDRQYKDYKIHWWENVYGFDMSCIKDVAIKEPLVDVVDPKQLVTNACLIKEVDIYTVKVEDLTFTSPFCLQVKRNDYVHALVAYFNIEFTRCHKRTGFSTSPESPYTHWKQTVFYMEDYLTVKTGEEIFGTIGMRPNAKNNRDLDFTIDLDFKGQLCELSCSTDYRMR
TCR CD3 inh = blocks the human TCR-CD3 interaction | TAMRA-labeled TCR probe fluorescence, biochemical | inhibition, % at 9.4 µM | actives 0.37% (n = 360,000) | AID 651800; in the data active = inhibition above about 19%;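 note: recombinant mutant TCR 2C K166C tagged with TAMRA read by polarization; 0% = receptor in buffer alone and 100% = receptor with positive control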
LEDGF integ inh = blocks HIV-1 LEDGF/p75-dependent DNA integration | TR-FRET IN-LEDGF/p75 DNA integration, Eu/Cy5 | inhibition, % at 3.7 µM | actives 0.64% (n = 370,000) | AID 743269;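 active = inhibition above the screen-wide mean plus 3 SD, cut at about 13% in these data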;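 note: signal is the Cy5 over europium emission ratio at 671 and 618 nm; 0% = plate median of compound wells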
MBD2 DNA inh = inhibitors of human MBD2 binding to methylated oligonucleotide. TR-FRET. inhibition, % at 4.4 µM. actives 0.31% (n = 370,000). AID 686964; in the data active = inhibition above about 13%
TDP2 inh = blocks human TDP2 phosphodiesterase activity. recombinant TDP2, T5PNP hydrolysis, p-nitrophenol absorbance 415 nm. actives 0.34% (n = 370,000). AID 720702. O95551. inhibition, % at 12.8 µM;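 active = inhibition above the mean of all tested compounds plus 3 SD, set per campaign, cut at about 25% in these data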;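 note: 0% = DMSO with enzyme and 100% = buffer with substrate but no TDP2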
Target sequence (O95551 whole entry, looked up): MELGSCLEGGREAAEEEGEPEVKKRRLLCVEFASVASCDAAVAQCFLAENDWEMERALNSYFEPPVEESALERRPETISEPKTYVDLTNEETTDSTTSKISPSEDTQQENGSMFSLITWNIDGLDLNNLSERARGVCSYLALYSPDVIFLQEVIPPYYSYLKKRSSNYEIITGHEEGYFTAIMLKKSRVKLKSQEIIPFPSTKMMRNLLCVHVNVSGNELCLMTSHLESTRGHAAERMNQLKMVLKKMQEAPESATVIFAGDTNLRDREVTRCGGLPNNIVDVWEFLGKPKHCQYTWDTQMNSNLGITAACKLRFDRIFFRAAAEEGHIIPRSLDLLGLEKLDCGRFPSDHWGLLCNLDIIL
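System – recombinant human TDP2 · Quantity – TDP2 enzyme at 120 nM final · Doses – single concentration, 12.8 µM nominal, with 1% DMSO · Incubation – 2 h at 37 °C · Measured by – epi absorbance of p-nitrophenol freed from T5PNP by hydrolysis · Read-out – % inhibition relative to enzyme-containing and enzyme-free wells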
An asterisk follows results filed as active. A portion of the library. The share of hits here may be higher or lower than overall.

`CCc1ccc2nc(N(CCCN(C)C)C(=O)c3ccc4c(c3)OCCO4)sc2c1` gave rCAG binder -7, GC-B act -6, mABHD4 FP 17, SIAE primary 8, HTRA1 inh 1, PRMT1 inh -1, TCR CD3 inh 3, LEDGF integ inh -2, MBD2 DNA inh 0 and TDP2 inh -6.
Cn1nc(NC(=O)C(C)(C)C)c2c(F)cccc21 was read as rCAG binder -1, GC-B act 7, mABHD4 FP -1, SIAE primary 2, HTRA1 inh 10, PRMT1 inh 0, TCR CD3 inh 4, LEDGF integ inh -1, MBD2 DNA inh 3 and TDP2 inh -9.
`COc1cccc(C2c3cc4c(cc3OC(NNC(N)=O)C2C)OCO4)c1O` (stereo unspecified) gave rCAG binder 4, GC-B act -5, mABHD4 FP 3, SIAE primary 10, HTRA1 inh 3, PRMT1 inh -1, TCR CD3 inh 6, LEDGF integ inh -5, MBD2 DNA inh 1 and TDP2 inh 5.
`CCOC(=O)N1CCN(Cc2ccc(O)c3ncccc23)CC1` gave rCAG binder 0, GC-B act 5, mABHD4 FP 13, SIAE primary 3, PRMT1 inh 12, TCR CD3 inh -2, LEDGF integ inh -5, MBD2 DNA inh -5 and TDP2 inh 4.
COc1ccc(-c2ccc3c(c2)C2CC3CCN2Cc2ccc(OC(F)(F)F)cc2)cc1 (stereo unspecified) was read as rCAG binder 1, GC-B act 0, mABHD4 FP 0, SIAE primary -1, HTRA1 inh -2, PRMT1 inh -2, TCR CD3 inh 3, LEDGF integ inh 1, MBD2 DNA inh -2 and TDP2 inh 6.
For CC(C)c1cc(C(=O)Nc2ccc3c(c2)OCO3)no1 the results were rCAG binder 1, GC-B act 4, mABHD4 FP 13, SIAE primary 4, HTRA1 inh 7, PRMT1 inh 2, TCR CD3 inh -7, LEDGF integ inh -1, MBD2 DNA inh 4 and TDP2 inh 1.
`COc1ccccc1Nc1cc(C)nc2c(C)ccc([N+](=O)[O-])c12` gave rCAG binder -2, GC-B act 6, mABHD4 FP 8, SIAE primary 4, HTRA1 inh 5, PRMT1 inh -1, TCR CD3 inh 4, LEDGF integ inh 0, MBD2 DNA inh 0 and TDP2 inh -4.
`CC(=O)N1CCCc2cc(S(=O)(=O)N3CCN(C4CCCCC4)CC3)ccc21` gave rCAG binder -8, GC-B act 4, mABHD4 FP 9, SIAE primary -4, HTRA1 inh -1, PRMT1 inh -2, TCR CD3 inh 3, LEDGF integ inh -1, MBD2 DNA inh 1 and TDP2 inh 1.
COCCn1c(SCC(=O)NC2CCCCC2)nnc1-c1ccncc1 was read as rCAG binder -1, GC-B act 1, mABHD4 FP 2, SIAE primary -5, HTRA1 inh -1, PRMT1 inh 1, TCR CD3 inh -3, LEDGF integ inh 1, MBD2 DNA inh -2 and TDP2 inh 5.
`O=C(COC(=O)c1cnc(Cl)c(Cl)c1)Nc1cccc(S(=O)(=O)N2CCOCC2)c1` gave rCAG binder 4, GC-B act 2, mABHD4 FP 3, SIAE primary -8, HTRA1 inh -5, PRMT1 inh 4, TCR CD3 inh 4, LEDGF integ inh 1, MBD2 DNA inh -6 and TDP2 inh 6.
For OCCC1CN(Cc2ccccc2-c2ccco2)CCN1Cc1ccsc1 (stereo unspecified) the results were rCAG binder -2, GC-B act 0, mABHD4 FP 2, SIAE primary -2, HTRA1 inh 3, PRMT1 inh -3, TCR CD3 inh 4, LEDGF integ inh 7, MBD2 DNA inh 0 and TDP2 inh -13.
For COc1ccc(/C=C/C(=O)c2cc(F)ccc2OC(=O)c2ccccc2OC)cc1OC the results were rCAG binder -1, GC-B act 5, mABHD4 FP -18, SIAE primary -7, HTRA1 inh 7, PRMT1 inh -1, TCR CD3 inh -1, LEDGF integ inh 1, MBD2 DNA inh 0 and TDP2 inh 5.
For CC(=O)Nc1ccc(C(=O)OCC(=O)N(c2ccccc2)C2CCS(=O)(=O)C2)cc1 (stereo unspecified) the results were rCAG binder -1, GC-B act 2, mABHD4 FP 1, SIAE primary 4, HTRA1 inh 6, PRMT1 inh -2, TCR CD3 inh -1, LEDGF integ inh 7, MBD2 DNA inh -2 and TDP2 inh 5.
For CC1=C(C(=O)N2CCCCCC2)CC(CC(=O)NC2CCCC2)C(=O)N1Cc1ccccc1 (stereo unspecified) the results were rCAG binder 0, GC-B act -8, mABHD4 FP 5, SIAE primary -2, PRMT1 inh 0, TCR CD3 inh -2, LEDGF integ inh 2, MBD2 DNA inh -1 and TDP2 inh 8.
`CCOC(=O)Cc1csc(NC(=O)c2cc(C)cc(C)c2)n1` gave rCAG binder -4, GC-B act 1, mABHD4 FP 1, SIAE primary -2, HTRA1 inh -10, PRMT1 inh 3, TCR CD3 inh -2, LEDGF integ inh -6, MBD2 DNA inh 0 and TDP2 inh -6.
Screening CC(C)COc1ccc(C(=O)Nc2ncn[nH]2)cc1 returned rCAG binder -3, GC-B act 5, mABHD4 FP 2, SIAE primary 2, HTRA1 inh 9, PRMT1 inh -3, TCR CD3 inh 2, LEDGF integ inh -2, MBD2 DNA inh 1 and TDP2 inh 6.
O=S(=O)(N/N=C/c1ccc(N2CCOCC2)cc1)c1ccc(Br)cc1 was read as rCAG binder 8, GC-B act 0, mABHD4 FP 3, SIAE primary -3, HTRA1 inh 6, PRMT1 inh 2, TCR CD3 inh -1, LEDGF integ inh 0, MBD2 DNA inh -3 and TDP2 inh 6.
C=CCSC(CC)(CC)C(N)=O was read as rCAG binder -2, GC-B act 2, mABHD4 FP -2, SIAE primary -1, HTRA1 inh 2, PRMT1 inh -7, TCR CD3 inh -5, LEDGF integ inh 11, MBD2 DNA inh -1 and TDP2 inh -3.
Screening CCOc1ccc(S(=O)(=O)N2CCc3cc(OC)c(OC)cc3C2)cc1 returned rCAG binder -4, GC-B act 2, mABHD4 FP 0, SIAE primary -1, HTRA1 inh -4, PRMT1 inh -2, TCR CD3 inh 3, LEDGF integ inh -3, MBD2 DNA inh -2 and TDP2 inh 5.
For COc1ccc(C)cc1NC(=S)NN1CCN(C)CC1 the results were rCAG binder -2, GC-B act 5, mABHD4 FP 0, SIAE primary 3, HTRA1 inh 0, PRMT1 inh 4, TCR CD3 inh -1, LEDGF integ inh -4, MBD2 DNA inh 4 and TDP2 inh 29*.
O=C(NC(Cc1ccccc1)C(=O)O)/C(=C/c1ccccc1)NC(=O)c1ccccc1 (stereo unspecified) was read as rCAG binder 3, GC-B act -2, mABHD4 FP -3, SIAE primary -11, HTRA1 inh 1, PRMT1 inh 5, TCR CD3 inh -7, LEDGF integ inh 1, MBD2 DNA inh 10 and TDP2 inh -2.
For COC(=O)CC1(C(=O)OC)Oc2ccc(Br)cc2C(=O)N1c1cc(Cl)cc(Cl)c1 (stereo unspecified) the results were rCAG binder 0, GC-B act 0, mABHD4 FP -3, SIAE primary -4, HTRA1 inh -7, PRMT1 inh -2, TCR CD3 inh 0, LEDGF integ inh 4, MBD2 DNA inh 3 and TDP2 inh -20.
O=C(N/N=C/c1ccccc1Cl)C1CC1 was read as rCAG binder -2, GC-B act 7, mABHD4 FP 6, SIAE primary 5, HTRA1 inh -6, PRMT1 inh 1, TCR CD3 inh 1, LEDGF integ inh -3, MBD2 DNA inh 1 and TDP2 inh 12.
Screening O=C(O)Cn1nnc(-c2ccccc2)c1COc1ccccc1 returned rCAG binder 3, GC-B act 5, mABHD4 FP 1, SIAE primary 3, PRMT1 inh -2, TCR CD3 inh 3, LEDGF integ inh -1, MBD2 DNA inh -2 and TDP2 inh 10.
For O=C(CSc1nnc(Nc2ccccc2F)s1)NCC1CCCO1 (stereo unspecified) the results were rCAG binder -1, GC-B act -6, mABHD4 FP 8, SIAE primary 8, HTRA1 inh 4, PRMT1 inh 2, TCR CD3 inh -8, LEDGF integ inh -5, MBD2 DNA inh 5 and TDP2 inh 0.
Screening CC(C)n1ncc2c(C(=O)N3CCN(c4ccc(F)cc4)CC3)cc(-c3ccccc3)nc21 returned rCAG binder 2, GC-B act -7, mABHD4 FP 2, SIAE primary 3, HTRA1 inh -20, PRMT1 inh -4, TCR CD3 inh -4, LEDGF integ inh 3, MBD2 DNA inh 3 and TDP2 inh -12.
Screening O=C(Nc1ccc2c(c1)CCCN2C(=O)c1cccs1)c1ccccc1 returned rCAG binder -1, GC-B act -2, mABHD4 FP -1, SIAE primary 6, HTRA1 inh -6, PRMT1 inh -1, TCR CD3 inh -12, LEDGF integ inh -1, MBD2 DNA inh 2 and TDP2 inh 7.
O=C(CN1C(=O)c2ccccc2C1=O)NCC(=O)Nc1ccccc1 was read as rCAG binder -2, GC-B act 1, mABHD4 FP 0, SIAE primary 1, HTRA1 inh -1, PRMT1 inh -1, TCR CD3 inh -11, LEDGF integ inh 3, MBD2 DNA inh 3 and TDP2 inh 4.
CC(C)CC(=O)Nc1nnc(SCC(=O)NCc2ccco2)s1 was read as rCAG binder -3, GC-B act 1, mABHD4 FP 1, SIAE primary 2, HTRA1 inh 5, PRMT1 inh 0, TCR CD3 inh -3, LEDGF integ inh -1, MBD2 DNA inh 5 and TDP2 inh 7.
CCN1CCCC1CNC(=O)CSCc1nc(-c2ccccc2C)oc1C (stereo unspecified) was read as rCAG binder -7, GC-B act -2, mABHD4 FP 3, SIAE primary 7, HTRA1 inh -4, PRMT1 inh 0, TCR CD3 inh -3, LEDGF integ inh -1, MBD2 DNA inh 2 and TDP2 inh 4.
`COc1ccc(Cl)c(Cn2c(NCCCN(C)C)nc3c2c(=O)n(C)c(=O)n3C)c1` gave rCAG binder -3, GC-B act -2, mABHD4 FP -7, SIAE primary 0, HTRA1 inh -3, PRMT1 inh -1, TCR CD3 inh -4, LEDGF integ inh 0, MBD2 DNA inh 4 and TDP2 inh 4.
`COC(=O)c1c(N)nc(C)n1-c1ccc(OC)cc1` gave rCAG binder -69, GC-B act 5, mABHD4 FP -1, SIAE primary 2, HTRA1 inh -5, PRMT1 inh 1, TCR CD3 inh 0, LEDGF integ inh -1, MBD2 DNA inh 0 and TDP2 inh -2.
S=c1[nH]nc(-c2cc(-c3ccccc3)n[nH]2)n1/N=C/c1cccs1 was read as rCAG binder 35*, GC-B act -9, mABHD4 FP -3, SIAE primary 5, HTRA1 inh -6, PRMT1 inh 28*, TCR CD3 inh -5, LEDGF integ inh 4, MBD2 DNA inh 8 and TDP2 inh -9.

Sorted by number of heavy atoms (lowest first): some entries from above.
O=C(N/N=C/c1ccccc1Cl)C1CC1 was read as rCAG binder -2, GC-B act 7, mABHD4 FP 6, SIAE primary 5, HTRA1 inh -6, PRMT1 inh 1, TCR CD3 inh 1, LEDGF integ inh -3, MBD2 DNA inh 1 and TDP2 inh 12.
CCN1CCCC1CNC(=O)CSCc1nc(-c2ccccc2C)oc1C (stereo unspecified) was read as rCAG binder -7, GC-B act -2, mABHD4 FP 3, SIAE primary 7, HTRA1 inh -4, PRMT1 inh 0, TCR CD3 inh -3, LEDGF integ inh -1, MBD2 DNA inh 2 and TDP2 inh 4.
`COc1ccc(Cl)c(Cn2c(NCCCN(C)C)nc3c2c(=O)n(C)c(=O)n3C)c1` gave rCAG binder -3, GC-B act -2, mABHD4 FP -7, SIAE primary 0, HTRA1 inh -3, PRMT1 inh -1, TCR CD3 inh -4, LEDGF integ inh 0, MBD2 DNA inh 4 and TDP2 inh 4.
